# rTrxR1 inhibitor: inhibitors of rat thioredoxin reductase 1; recombinant rTrxR1, NADPH fluorescence consumption, selenite substrate; AID 588453; Potency, µM (top dose mostly 114 µM), inactives show at the top dose activity change, negative = inhibition, most hits filed as inhibitors; O89049; 390,000 tested, 1% active; further: potency means the concentration at half of the fitted maximal effect; on the % scale 0 is the no-effect control and ±100 the full control effect; nearly all actives have a fitted effect of over 65% in size
#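 Rat TrxR1 (90 nM in the dispensed reagent) was pre-reduced with 400 uM NADPH for 5 min at room temperature, then incubated with compound for 15 min. After 400 uM selenite was added, NADPH fluorescence (Ex 340/Em 450 nm) was followed for 8 min.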
# mIDH1 inhibitor: blocks human mutant IDH1 R132H enzyme. Potency, µM (series often up to 76.6 µM), for inactives: at the highest dose activity change, negative = inhibition, most hits filed as inhibitors. 390,000 tested, 0.093% active. IDH1-R132H enzyme, NADPH consumption, diaphorase/resazurin fluorescence. AID 602179. O75874; further: potency means the concentration at half of the fitted maximal effect; on the % scale 0 is the no-effect control and ±100 the full control effect; nearly all actives have a fitted effect of over 65% in size
# Target sequence (O75874 whole entry R132H, stated change not applied): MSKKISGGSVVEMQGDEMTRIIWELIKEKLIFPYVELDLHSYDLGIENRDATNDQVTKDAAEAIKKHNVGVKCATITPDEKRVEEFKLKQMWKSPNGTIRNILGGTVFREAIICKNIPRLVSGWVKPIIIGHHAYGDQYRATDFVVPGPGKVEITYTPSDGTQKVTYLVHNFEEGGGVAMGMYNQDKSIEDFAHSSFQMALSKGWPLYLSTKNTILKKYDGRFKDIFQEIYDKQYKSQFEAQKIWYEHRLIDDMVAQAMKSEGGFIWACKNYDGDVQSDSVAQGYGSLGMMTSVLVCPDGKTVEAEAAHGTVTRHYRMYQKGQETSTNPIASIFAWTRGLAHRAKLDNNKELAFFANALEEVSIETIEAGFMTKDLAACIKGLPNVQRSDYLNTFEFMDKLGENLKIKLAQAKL
#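 IDH1-R132H (0.5 ug/mL dispensed) in pH 7.5 Tris buffer was preincubated 30 min with compound, then given a substrate mix of 0.016 mM NADPH and 2 mM alpha-KG for 80 min at room temperature; remaining NADPH was read by diaphorase/resazurin fluorescence.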
# USP1-UAF1 inh: blocks the human USP1/UAF1 deubiquitinase complex | Potency, µM (top dose mostly 57.1 µM), for inactives: top-dose activity change, negative = inhibition, hits mostly inhibitors | 390,000 tested, 0.23% active | O94782 | recombinant USP1/UAF1, Ub-Rhodamine cleavage fluorescence; further: potency means the concentration at half of the fitted maximal effect; on the % scale 0 is the no-effect control and ±100 the full control effect; nearly all actives have a fitted effect of over 60% in size; inactives centre near -12
#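 USP1/UAF1 complex at 1 nM was preincubated with compound for 15 min at room temperature, then Ub-Rho substrate (150nM final) was added. Fluorescence (480/540 nm) was read kinetically, 6 reads every 60 seconds.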
# TrxR1 substrate: rat thioredoxin reductase 1 substrate activity | O89049 | purified TrxR1 substrate turnover, NADPH consumption readout | Potency, µM (doses to about 114 µM), without a hit: at the top dose activity change, negative = substrate turnover | 390,000 tested, 0.01% active | AID 588456; further: potency means the concentration at half of the fitted maximal effect; on the % scale 0 is the no-effect control and ±100 the full control effect; nearly all actives have a fitted effect of over 50% in size
#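 Rat TrxR1, dispensed at 90 nM, was prereduced with 400 uM NADPH (final) for 5 min at ~22 deg C, then incubated with compound 15 min before 400 uM selenite. A first-read NADPH fluorescence drop versus no-compound background flagged substrates.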
# TRHR PAM: allosteric enhancers of human TRH receptor; P34981; TRHR cells, fluo-8 calcium fluorescence, EC20 TRH enhancement; enhancement, % at 2 µM; 360,000 tested, 0.66% active; in the data active means enhancement above about 30%; further: 0% is about no effect
#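 TRHR-expressing cells loaded with fluo-8 calcium dye were read kinetically (ex 480/em 530) during compound addition, then stimulated with an EC20 of TRH (10 nM final). Enhancement of the Gq-mediated intracellular calcium response was scored.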
# D2 ag: D2 dopamine receptor (human) agonism; 340,000 tested, 0.53% active; AID 485358; HEK293 T-REx D2 cells, calcium flux agonist mode; activation, % at 2 µM;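 active means activation over 3 SD above normal in the single-dose calcium agonist read, cut at about 30% in these data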; further: 0% is about no effect
#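 Tetracycline-induced HEK293 Trex cells with D2 receptor force-coupled to calcium signaling, plated overnight at 30 C and loaded with no-wash calcium dye. Calcium flux read kinetically for 180 s after compound addition; responses flag agonists.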
# TRHR agonist: activates the human TRH receptor | 360,000 tested, 0.18% active | activation, % at 2 µM | P34981 | TRHR cells, calcium flux fluo-8, FDSS agonist mode; in the data active means activation above about 30%; further: 0% is about no effect
#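 Steps: seed TRHR cells overnight; add fluo-8 no-wash Ca dye, RT 30 min–1.5 h; record 10 s baseline; pin-transfer compounds; monitor fluorescence 1 cycle/s for the agonist window. Calcium increases flag candidate agonists.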
# D2 antagonist: antagonists of human D2 dopamine receptor; HEK293 TREx D2 cells, calcium flux, dopamine EC80; inhibition, % at 10 µM; 340,000 tested, 2% active; in the data active means inhibition above about 30%; further: 0% is about no effect
#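 HEK293 T-REx D2 cells, tet-induced, calcium dye no-wash. Cpd pintool add, 180 s kinetic, then EC80 DA, 180 s kinetic. Ca flux read.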
# PI4K2A inh: PI4K2A (human) kinase inhibition; Q9BTU6; purified PI4K2A, ADP-Glo luminescence, 1 h; stronger effect = lower value; activity change, negative = inhibition, % at 76.9 µM; 420,000 tested, 0.13% active; AID 1346378; in the data active means activity change below about -50%; inconclusive means mostly about -30% to -49%;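 further: -100% = wells without enzyme as full effect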
# Target sequence (Q9BTU6 whole entry, looked up): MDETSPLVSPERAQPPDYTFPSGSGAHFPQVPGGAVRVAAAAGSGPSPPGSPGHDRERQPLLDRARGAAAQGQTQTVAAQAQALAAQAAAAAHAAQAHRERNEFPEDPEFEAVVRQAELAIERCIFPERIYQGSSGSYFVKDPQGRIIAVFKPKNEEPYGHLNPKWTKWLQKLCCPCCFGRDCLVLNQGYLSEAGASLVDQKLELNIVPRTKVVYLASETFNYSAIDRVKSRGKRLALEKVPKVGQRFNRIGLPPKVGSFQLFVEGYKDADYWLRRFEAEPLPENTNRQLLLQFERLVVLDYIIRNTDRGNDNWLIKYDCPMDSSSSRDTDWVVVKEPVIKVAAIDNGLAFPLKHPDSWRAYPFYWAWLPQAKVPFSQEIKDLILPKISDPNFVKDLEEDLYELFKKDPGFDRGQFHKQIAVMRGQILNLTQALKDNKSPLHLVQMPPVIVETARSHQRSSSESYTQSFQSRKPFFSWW
#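 In this quantitative HTS, ADP production by PI4K2A was quantified luminescently after 1 h at ambient temperature; 100 microM adenosine served as plate-quality control.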
# * hit, by the source's call; ? = inconclusive; · = not tested or not shown; [ ] = dose if it differs, or a comment. Unless noted, the call rests on the fitted dose curve; in most records, active means well fitted inhibition curve with a large enough effect; inconclusive means small, poorly fitted or top-dose-only effect; inactive means no such curve, though single readings can be large or run the other way.
SMILES,rTrxR1 inhibitor,mIDH1 inhibitor,USP1-UAF1 inh,TrxR1 substrate,TRHR PAM,D2 ag,TRHR agonist,D2 antagonist,PI4K2A inh
CC12CC3CC(C)(C1)CC(C(=O)N1CCCC1)(C3)C2,-9.8%,0.1%,-1.3%,-9.5%,-0.3,·,0.4,·,9.8
Cc1cc(C)n(C(C)CNS(=O)(=O)c2ccccc2)n1 (stereo unspecified),4.2%,-10.0%,?,-1.5%,-1.1,0.7,1.4,-9.1,-1.2
CC1=C(c2ccc(C(C)C)cc2)S(=O)(=O)N=C1N1CCC(C(=O)Nc2ccc(C)cc2)CC1,13.6%[57.1 µM],·,?,2.3%[57.1 µM],-9.4,-0.5,0.0,·,6.7
COCc1c(C(=O)N2CCc3ccccc32)oc2ccccc12,5.3%,8.9%,-12.7%,5.6%,14.3,-3.0,-0.3,3.0,-1.4
Cc1cc(NC(=O)c2cccs2)n(-c2nc3ccccc3[nH]2)n1,22.4%[57.1 µM],5.6%,?,-8.3%[57.1 µM],-3.0,0.4,0.7,-3.8,2.8
CCOc1ccccc1N=C1NC(=O)CS1,12.2%,-3.7%,-23.5%,5.2%,-4.9,0.5,1.0,1.4,-5.3
Cc1cccc(N(C(=O)c2snc(C(N)=O)c2N)C(C(=O)NC2CCCC2)c2ccco2)c1 (stereo unspecified),-0.4%,?,-21.1%,5.5%,-6.9,-0.9,-0.3,7.6,0.1
COCc1[nH]nc2c1C(c1ccccc1Cl)C(C#N)=C(N)O2 (stereo unspecified),3.7%[57.1 µM],9.5%,-15.3%,-0.2%[57.1 µM],-0.3,0.0,0.0,0.0,-3.0
CCOC(=O)c1c(NC(=O)COc2ncnc3ccccc23)sc(C)c1C,10.1%,-0.6%,-13.5%,0.6%,2.5,0.3,0.6,-5.0,3.1
Cc1c(NC(=O)c2ccco2)cccc1-c1nc2cccnc2s1,?,2.8%,-19.6%,10.2%[57.1 µM],4.4,-1.8,-0.6,7.8,0.6
COc1ccc(NC(=O)Cn2c(=O)n(Cc3ccc4c(c3)OCO4)c(=O)c3ccc(C(=O)NC4CCCCC4)cc32)cc1,16.1%,-5.4%,-23.5%,2.1%,-2.5,0.2,1.0,·,3.6
Cc1cc(C)c(Cn2c(C)c(CNCCCc3ccccc3)c(C(=O)O)c2C)c(C)c1,-10.2%,13.4%,-2.7%,0.9%,0.8,-0.5,-0.4,·,2.0
CCCCNC(=O)O[C@@H]1C[C@H]2CCCC(=O)N3CC[C@@H](C1)[C@@H]23,12.2%[57.1 µM],-10.0%,-28.4%,8.1%[57.1 µM],4.3,-0.1,-0.3,14.1,0.9
O=C(NCCc1ccccc1)C1CCN(Cc2cccc3ccccc23)CC1,10.2%[57.1 µM],2.6%,-15.8%,-1.2%[57.1 µM],1.1,-0.1,-0.2,-10.8,1.0
N#Cc1c(NC(=O)CSc2ncn[nH]2)sc2c1CCCCC2,-1.7%,-1.8%,-16.0%,0.0%,-4.8,-1.9,-0.3,-7.5,5.3

# Quoted at random: two records from the list, in no set order.
SMILES,rTrxR1 inhibitor,mIDH1 inhibitor,USP1-UAF1 inh,TrxR1 substrate,TRHR PAM,D2 ag,TRHR agonist,D2 antagonist,PI4K2A inh
Cc1cc(NC(=O)c2cccs2)n(-c2nc3ccccc3[nH]2)n1,22.4%[57.1 µM],5.6%,?,-8.3%[57.1 µM],-3.0,0.4,0.7,-3.8,2.8
Cc1cc(C)n(C(C)CNS(=O)(=O)c2ccccc2)n1 (stereo unspecified),4.2%,-10.0%,?,-1.5%,-1.1,0.7,1.4,-9.1,-1.2

# (cont.)
SMILES,rTrxR1 inhibitor,mIDH1 inhibitor,USP1-UAF1 inh,TrxR1 substrate,TRHR PAM,D2 ag,TRHR agonist,D2 antagonist,PI4K2A inh
O=C(c1ccccc1)c1cnc2ccc(Cl)cc2c1N1CCOCC1,37.2%[activator],8.6%,-8.7%,1.6%,-2.0,0.3,0.2,-14.5,2.0
CCS(=O)(=O)c1c(S(=O)(=O)CC)c2ccccn2c1C(N)=O,13.6%,-9.7%,-20.1%,-4.1%,-0.1,0.6,0.3,-0.3,5.5
COc1ccc(O)c(CN2CCN(CCCc3ccccc3)C(CCO)C2)c1 (stereo unspecified),7.0%,0.0%,-10.9%,5.2%,-5.3,-3.3,-0.9,74.8*,-8.0
O=C(Cc1ccc(NS(=O)(=O)c2ccc(Cl)c(Cl)c2)cc1)NCCN1CCOCC1,2.4%,4.3%,1.6%,0.8%,6.9,·,0.0,·,1.9
CC(C)CCNC(=O)Cn1c2c(c(-c3ccccc3Cl)cc1=O)CCC2,-46.9%,-3.3%,-18.7%,8.2%[57.1 µM],-0.2,1.1,-1.1,12.2,-2.4
Cc1cccc(/C=C2/S/C(=N/N=C3\CC4CCC3(C)C4(C)C)NC2=O)c1 (stereo unspecified),34.9%[57.1 µM],-1.7%,-22.0%,-12.6%,-12.2,0.5,0.4,-25.5,-13.3
CCCCCCOc1ccc(N2C(=O)CC(N3CCN(CCN=CC4=C(O)CC(C)(C)CC4=O)CC3)C2=O)cc1 (stereo unspecified),17.1%,3.6%,-27.1%,3.8%,-1.9,-0.7,1.6,11.0,-6.6
Cc1ccccc1-n1c(SCC(=O)c2c(N)n(C3CC3)c(=O)[nH]c2=O)nnc1N1CCOCC1,38.4%[activator],-0.6%,-13.0%,3.6%,-1.8,0.6,0.4,8.4,0.9
COc1ccc(CNC(=O)C2(CC3CC(c4ccccc4)=NO3)CCNCC2)cc1 (stereo unspecified),?,-2.7%,-22.3%,-6.4%,·,·,·,·,-3.8
C=C1CCN([C@H](C(=O)NCc2cc(OC)c(OC)c(OC)c2)C(C)C)S(=O)(=O)c2ccccc21,17.2%,14.8%,-24.8%,5.0%,-5.8,0.2,-0.3,8.5,-3.7
CC1(C)CC(=O)C(C=NCCc2ccc(O)cc2)=C(O)C1,9.8%,7.9%,3.0%,3.2%,0.3,1.3,-0.5,7.7,1.3
CCOC(=O)NC(NC(=S)Nc1ccc(OCC)cc1)C(Cl)(Cl)Cl (stereo unspecified),-4.3%,2.7%,-3.0%,-8.8%,4.6,0.6,1.5,5.7,-1.0
O=S(=O)(Nc1ccc2nc(-c3ccc(F)cc3)oc2c1)c1ccccc1,21.7%,·,-9.7%,1.7%,-1.0,-0.6,0.3,·,3.5
COc1ccccc1OCC(=O)Nc1ccc(N2CCCCC2)cc1,6.2%,2.6%,?,1.5%,-1.3,0.6,-2.0,1.8,7.3
CC1CCCC(NC(=O)Cn2cc([N+](=O)[O-])ccc2=O)C1C (stereo unspecified),4.3%,-2.1%,-10.1%,-5.8%,-6.6,0.1,0.3,12.9,0.2
CC(C)C[C@H](NC(=O)c1nc[nH]c1C(=O)NCC(=O)OC(C)(C)C)C(=O)OC(C)(C)C,-30.4%,1.8%[38.3 µM],?,-18.1%,0.5,0.8,0.1,-14.3,-1.3
Cc1cccc(N2CCN(c3nc4nonc4nc3N3CCSCC3)CC2)n1,10.9%[57.1 µM],2.7%,-19.0%,2.9%[57.1 µM],-2.0,·,-0.5,·,-7.4
CCC(=O)Nc1nonc1-c1nc2ccccc2n1Cc1cccc2ccccc12,-7.8%,5.2%,-15.6%,2.5%,3.7,0.1,0.3,-14.2,-0.4
COc1cc(NC(=O)Cn2cnc3c(nc4n3CCCCC4)c2=O)cc(OC)c1OC,3.3%,0.0%,-16.9%,-3.8%,0.3,1.4,0.6,7.5,8.2
CN(Cc1ccc(Cl)cc1)C(=O)COC(=O)CSc1ccc([N+](=O)[O-])cc1,-11.1%,3.4%,-0.8%,-16.2%,-4.6,0.7,0.9,8.0,0.4
COc1ccc(NC(=O)CN2C(=O)CC(c3ccc(C)c(C)c3)=Nc3ccccc32)cc1OC,11.7%[57.1 µM],-13.8%,-0.3%,-0.7%[57.1 µM],-0.6,-0.3,0.0,·,2.4
CCOC(=O)N1CCN(C2CCCN(C(=O)c3ccccc3C(F)(F)F)C2)CC1 (stereo unspecified),?,6.5%,-14.7%,0.8%,-0.5,-0.5,0.0,-7.1,-5.1
COc1ccccc1N(C(=O)c1snc(C(N)=O)c1N)C(C(=O)NC1CCCC1)c1ccc(N(C)C)cc1 (stereo unspecified),-58.6%,-10.7%,?,-5.0%[57.1 µM],15.2,0.3,-0.3,-25.3,3.8
COc1ccc(Nc2nc(-c3cccs3)cs2)cc1,4.5%,-3.0%,-17.3%,-4.0%,-2.2,-0.4,0.7,-9.0,1.3
Cc1nc2c3ccccc3nc(NNC(=O)CCC(=O)NC3CCCC3)n2n1,12.2%[57.1 µM],1.9%,-4.5%,-3.2%[57.1 µM],-10.7,0.4,0.0,1.8,0.0

# A few values from above:
# In TrxR1 substrate, CCOC(=O)N1CCN(C2CCCN(C(=O)c3ccccc3C(F)(F)F)C2)CC1 (stereo unspecified) is listed with 0.8%
# In TrxR1 substrate, COc1ccc(Nc2nc(-c3cccs3)cs2)cc1 is listed with -4.0%
# In TrxR1 substrate, Cc1cccc(N2CCN(c3nc4nonc4nc3N3CCSCC3)CC2)n1 is listed with 2.9%[57.1 µM]
# In TRHR agonist, CC(C)C[C@H](NC(=O)c1nc[nH]c1C(=O)NCC(=O)OC(C)(C)C)C(=O)OC(C)(C)C is listed with 0.1
# In PI4K2A inh, COc1cc(NC(=O)Cn2cnc3c(nc4n3CCCCC4)c2=O)cc(OC)c1OC is listed with 8.2
